Screening results from PubChem BioAssay.
TEAD-YAP inh: TEAD-YAP interaction inhibition. HEK-TIYL cells, TEAD-Gal4/YAP UAS-luciferase luminescence. inhibition, % at 9.12 µM. 640,000 tested, 1.4% active. AID 1259422; in the data active means inhibition above about 32%;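 further: 0% = median of test compound wells and 100% = reference inhibitor wells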
MITF primary: human MITF inhibition, primary screen. O75030. AlphaScreen MITF homodimerization, bead proximity signal. inhibition, % at 2.6 µM. 650,000 tested, 0.91% active; in the data active means inhibition above about 50%;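 further: 0% = vehicle wells with protein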
GPR151 ag: activates the human receptor GPR151 | 650,000 tested, 1% active | AID 1508602 | PathHunter beta-arrestin GPR151 cells, luminescence | activation, % at 11.2 µM; in the data active means activation above about 4.9%;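 further: 0% = median of compound wells and 100% = cells with positive control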
Target sequence (Q8TDV0 whole entry, looked up): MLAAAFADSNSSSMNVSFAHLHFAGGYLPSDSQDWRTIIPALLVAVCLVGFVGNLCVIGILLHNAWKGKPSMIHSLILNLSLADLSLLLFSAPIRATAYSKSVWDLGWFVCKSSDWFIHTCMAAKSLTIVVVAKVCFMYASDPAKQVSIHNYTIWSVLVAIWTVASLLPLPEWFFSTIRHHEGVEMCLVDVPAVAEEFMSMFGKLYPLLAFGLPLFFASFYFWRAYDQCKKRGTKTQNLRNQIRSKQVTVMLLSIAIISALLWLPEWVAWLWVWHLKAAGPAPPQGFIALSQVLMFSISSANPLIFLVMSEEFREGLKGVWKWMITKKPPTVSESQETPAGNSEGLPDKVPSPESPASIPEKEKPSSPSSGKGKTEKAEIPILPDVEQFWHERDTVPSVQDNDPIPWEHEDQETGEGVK
FBW7 activator: activators of human E3 ligase FBW7. Q969H0. AlphaScreen FBW7–phospho-cyclin E peptide binding, activator screen. normalized activity (activation), % at 26.1 µM. 650,000 tested, 0.13% active. AID 1259310; in the data active means normalized activity above about 1.9%;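 further: purified mutant Fbw7 with reduced substrate affinity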
Target sequence (Q969H0 whole entry, looked up): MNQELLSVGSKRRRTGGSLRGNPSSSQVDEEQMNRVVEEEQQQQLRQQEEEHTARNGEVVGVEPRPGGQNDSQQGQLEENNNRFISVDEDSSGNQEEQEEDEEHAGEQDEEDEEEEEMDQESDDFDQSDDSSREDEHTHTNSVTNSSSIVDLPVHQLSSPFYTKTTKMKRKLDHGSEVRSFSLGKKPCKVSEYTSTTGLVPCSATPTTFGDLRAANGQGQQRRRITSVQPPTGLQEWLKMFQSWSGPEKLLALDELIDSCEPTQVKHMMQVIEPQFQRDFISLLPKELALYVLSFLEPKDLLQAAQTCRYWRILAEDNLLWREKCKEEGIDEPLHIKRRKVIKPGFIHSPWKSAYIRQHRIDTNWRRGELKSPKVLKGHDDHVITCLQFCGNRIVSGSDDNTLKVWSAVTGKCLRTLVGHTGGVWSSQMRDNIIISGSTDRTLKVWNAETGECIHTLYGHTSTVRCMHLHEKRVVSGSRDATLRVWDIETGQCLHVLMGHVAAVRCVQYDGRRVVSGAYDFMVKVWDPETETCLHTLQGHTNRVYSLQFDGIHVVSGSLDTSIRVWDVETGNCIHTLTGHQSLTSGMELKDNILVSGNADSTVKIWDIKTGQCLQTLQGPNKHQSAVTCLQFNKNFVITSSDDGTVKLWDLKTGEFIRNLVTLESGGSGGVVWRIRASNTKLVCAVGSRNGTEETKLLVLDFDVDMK
An asterisk follows results filed as active. Compounds as they come, and some 3.4% of all compounds hit somewhere here.

SMILES	TEAD-YAP inh	MITF primary	GPR151 ag	FBW7 activator
O=[N+]([O-])c1ccc(C2=CSC3=NCCN23)cc1	10	-12	-0.6	-0.1
O=c1/c(=C/c2c(F)cccc2Cl)sc2nc3ccccc3n12	-28	6	0.1	-0.2
CCOc1ccc2cc(C#N)c(SCC(=O)Nc3cc(OC)cc(OC)c3)nc2c1	-8	0	-1.1	-0.1
O=C(Nc1ccc2c(c1)OCCO2)c1csc2c1CCCC2	8	-9	-0.1	-0.2
COC(=O)c1ccc(N=C2SCC(=O)N2C)cc1	-4	9	-1.3	-0.8
CC(=O)N1CC(=O)N=C1SCC(=O)Nc1nc(C)c(-c2ccccc2)s1	-21	1	3.0	-0.2
CC1CCCCC1NC(=O)/C(C#N)=C/c1ccc([N+](=O)[O-])cc1 (centres undefined)	12	7	0.0	0.1
CCc1ccccc1N(CC(=O)Nc1ccc(F)c(Cl)c1)S(C)(=O)=O	12	3	-0.2	0.1
CC1CCN(C(=O)CNS(=O)(=O)c2ccc(Br)s2)CC1	9	5	-0.3	0.1
O=C(NCc1cccc(C(F)(F)F)c1)c1ccc2nc(Nc3ccc(N4CCOCC4)cc3)sc2c1	9	5	1.4	0.1
Cn1c(Nc2nc(NCCc3ccc(O)cc3)c3ncn(CCN4CCCC4=O)c3n2)nc2ccccc21	18	-5	4.2	-0.1
N#CC1=C(N)Oc2n[nH]c(-c3ccc(Br)cc3)c2C1c1cccnc1 (centres undefined)	5	7	0.5	-0.6
COc1cccc2sc(=NC(=O)c3cccc(C(F)(F)F)c3)n(C)c12	3	2	0.6	-0.1
COc1cc2[nH]c(=S)n(Cc3ccccc3)c(=O)c2cc1OC	-4	-3	0.7	-0.3
CC(C)n1c(N2CCN(Cc3ccc4c(c3)OCO4)CC2)nc2c(Nc3ccc4c(c3)OCO4)ncnc21	2	-6	0.2	-0.1
CCOC(=O)C1CCN(Cc2ccc(C(=O)NC3CCCc4ccccc43)c(=O)[nH]2)CC1 (centres undefined)	4	-1	-1.1	0.1
CCc1ccc(NC(=O)COc2ccc(C(C)C)cc2)cc1	4	8	2.2	0.5
COc1ccccc1NC(=S)N(CCN1CCOCC1)Cc1ccccc1F	3	-3	0.1	0.0
Cc1ccccc1-c1nnn(Cc2ccc(-c3nn[nH]n3)cc2)n1	0	-6	1.2	0.2
Cc1cc(C)cc(-n2c(SCC(=O)Nc3nccs3)nnc2-c2cccnc2)c1	-13	58*	0.7	-0.1
N#Cc1sc(NC(=O)c2ccc(Br)cc2)nc1Cl	47*	2	-5.9	0.2
Fc1cnc(Nc2ccc(N3CCOCC3)cc2)nc1-c1cc(N2CCOCC2)cc(C(F)(F)F)c1	-2	-2	-0.6	-0.3
Cc1cc(NC(=O)CSc2nc3ccccc3c3nc(CCc4c[nH]c5ccccc45)nn23)n[nH]1	61*	-10	0.8	-0.1
CSc1ccc(/C=C2/C(=O)N(c3cc(C)cc(C)c3)C(c3cccc([N+](=O)[O-])c3)S2(=O)=O)cc1 (centres undefined)	-4	12	0.0	0.1
CC1CCCCN1CC(O)COc1ccccc1C(C)(C)C (centres undefined)	6	-5	-0.6	-0.1
SMILES	TEAD-YAP inh	MITF primary	GPR151 ag	FBW7 activator
CSc1nnc(CSc2ncccn2)n1-c1ccc(Cl)cc1	2	3	0.6	0.1
COC(=O)Cc1nc(N2CCN(c3ccc(C)cc3)C(C)C2)c2c(C)c(C)sc2n1 (centres undefined)	8	8	-1.1	0.2
COc1ccccc1NC(=O)NNC(=O)COc1cccc(Br)c1	-1	-10	-0.1	-0.2
NC1=NC(=Nc2ccc(F)c(F)c2F)c2ccccc21	6	-4	0.1	0.0
Cc1nnc(SC(C)c2nc3sc(C)c(C)c3c(=O)[nH]2)s1 (centres undefined)	-2	-9	1.5	-0.1
Cc1cc(NC(=O)COC(=O)CNC(=O)c2ccc(F)cc2)no1	-1	5	1.9	0.0
CCOC(=O)C1=C(C)N=c2s/c(=C\c3ccc(N(C)C)cc3)c(=O)n2C1c1ccc(OCC)c(OCC)c1 (centres undefined)	3	-12	-1.7	0.2
CSc1cc(C)c2c(c1)COC1(CCN(C(=O)C3CC3)CC1)O2	-3	-8	0.1	-0.2
CCCN1C(=O)c2ccc(C(=O)Nc3ccc(Br)cc3C(=O)O)cc2C1=O	-5	-2	0.2	-0.2
N#Cc1ccccc1NC(=O)c1cc2c(s1)-c1ccccc1OC2	-11	9	-0.3	0.5
CC(C)(C)OC(=O)NC(Cc1c[nH]c2ccccc12)C(=O)NC1CCCCCC1 (centres undefined)	-4	1	-1.0	0.0
CC(CNS(=O)(=O)c1ccc(CN2C(=O)c3cccnc3C2=O)cc1)c1ccccc1 (centres undefined)	6	15	2.8	0.1
Cc1ccc2nc(-c3ccc(NC(=O)c4cccnc4Cl)cc3)sc2c1	-3	10	3.1	-0.3
CCC(=O)Nc1nc(-c2cccs2)nc2c1c(=O)oc1ccccc12	6	-4	0.8	-0.1
C/C(=C\c1ccco1)CN1CCc2nnc(CCNC(=O)COc3ccccc3)n2CC1	-1	7	-0.6	0.0
N#Cc1cc(-c2ccnc(Nc3ccc(-n4cnc(C(F)(F)F)n4)cc3)n2)ccc1N1CCC(O)CC1	4	-7	0.4	0.7
O=C(NCc1ccccc1Cl)c1cccnc1SCc1ccccc1Cl	3	14	0.1	0.4
CCOC(=O)c1ccc(NC(=S)N(CCCN2CCCCC2)Cc2ccco2)cc1	-14	0	1.9	-0.1
CC(=O)N1N=C(c2ccc(Br)cc2)CC1c1cn(-c2ccccc2)nc1-c1ccccc1 (centres undefined)	-4	7	1.0	0.0
CC(=O)Nc1cccc(NC(=S)Nc2cccc(C(C)=O)c2)c1	-5	0	-1.1	0.1
O=C1OC(c2ccco2)=N/C1=C\c1ccc2c(c1)OCO2	4	-14	-0.4	0.0
O=C(Nc1ccc(Cl)c(Cl)c1)c1cc(S(=O)(=O)NCc2ccccc2Cl)ccc1F	0	-7	0.6	-0.2
Cc1ccc(C(=O)CSc2nncn2C)cc1	-13	6	-1.9	-0.1
COc1ccc(OC)c(NC(=O)c2sc3nc4ccc(C)cc4cc3c2N)c1	-7	-5	-0.1	-0.2
Nc1ccc(Oc2ccc([N+](=O)[O-])cc2)cc1	-6	2	0.6	-0.2

At a glance, some entries already given:
SMILES	TEAD-YAP inh	MITF primary	GPR151 ag	FBW7 activator
CCOc1ccc2cc(C#N)c(SCC(=O)Nc3cc(OC)cc(OC)c3)nc2c1	-8	0	-1.1	-0.1
O=C(Nc1ccc2c(c1)OCCO2)c1csc2c1CCCC2	8	-9	-0.1	-0.2
COC(=O)c1ccc(N=C2SCC(=O)N2C)cc1	-4	9	-1.3	-0.8
CC(=O)N1CC(=O)N=C1SCC(=O)Nc1nc(C)c(-c2ccccc2)s1	-21	1	3.0	-0.2
CC1CCCCC1NC(=O)/C(C#N)=C/c1ccc([N+](=O)[O-])cc1 (centres undefined)	12	7	0.0	0.1
CCc1ccccc1N(CC(=O)Nc1ccc(F)c(Cl)c1)S(C)(=O)=O	12	3	-0.2	0.1
CC1CCN(C(=O)CNS(=O)(=O)c2ccc(Br)s2)CC1	9	5	-0.3	0.1
O=C(NCc1cccc(C(F)(F)F)c1)c1ccc2nc(Nc3ccc(N4CCOCC4)cc3)sc2c1	9	5	1.4	0.1
Cn1c(Nc2nc(NCCc3ccc(O)cc3)c3ncn(CCN4CCCC4=O)c3n2)nc2ccccc21	18	-5	4.2	-0.1
N#CC1=C(N)Oc2n[nH]c(-c3ccc(Br)cc3)c2C1c1cccnc1 (centres undefined)	5	7	0.5	-0.6
COc1cccc2sc(=NC(=O)c3cccc(C(F)(F)F)c3)n(C)c12	3	2	0.6	-0.1
COc1cc2[nH]c(=S)n(Cc3ccccc3)c(=O)c2cc1OC	-4	-3	0.7	-0.3
CC(C)n1c(N2CCN(Cc3ccc4c(c3)OCO4)CC2)nc2c(Nc3ccc4c(c3)OCO4)ncnc21	2	-6	0.2	-0.1
CCOC(=O)C1CCN(Cc2ccc(C(=O)NC3CCCc4ccccc43)c(=O)[nH]2)CC1 (centres undefined)	4	-1	-1.1	0.1
CCc1ccc(NC(=O)COc2ccc(C(C)C)cc2)cc1	4	8	2.2	0.5
COc1ccccc1NC(=S)N(CCN1CCOCC1)Cc1ccccc1F	3	-3	0.1	0.0
Cc1ccccc1-c1nnn(Cc2ccc(-c3nn[nH]n3)cc2)n1	0	-6	1.2	0.2

(more compounds)
SMILES	TEAD-YAP inh	MITF primary	GPR151 ag	FBW7 activator
Cc1ccc(NC(=O)CSc2nnc3ccccn23)c(C)c1	-14	13	-1.5	0.0
OCCCCNCc1cc(Br)ccc1OCc1ccccc1F	8	14	0.2	-0.2
Cc1cccc(N2CCN(C(=O)c3ccc(N4CCCC4=O)cc3)CC2)c1C	4	-1	2.3	0.1
C=CCOC(=O)C1=C(C)Nc2[nH]c(=O)[nH]c(=O)c2C1c1ccc(N(C)C)cc1 (centres undefined)	-5	16	0.2	-0.1
O=[N+]([O-])c1ccccc1S(=O)(=O)N1CCN(C2CCN(Cc3ccccc3)CC2)CC1	-5	74*	0.8	-0.2
O=C(NCCCO)C(=O)Nc1ccc(Cl)c(C(F)(F)F)c1	-9	0	-2.0	-0.1
Cc1cc(Nc2cc(Nc3ccccc3C(N)=O)ccn2)ccc1N1CCOCC1	34*	17	2.5	0.5
CCCCc1ccc(C(=O)/C=C2\NC(=O)CS2)cc1	3	1	3.6	-0.1
COc1nc(NCCN(C(C)C)C(C)C)nc(-c2ccc(C(N)=O)cc2)n1	5	5	-0.2	0.0
CC(=O)N/C(=C\c1ccccc1)C(=O)Nc1cc(C)ccc1C	-5	6	-0.8	0.2
COc1cc(OC)c(OC)cc1/C=C1/C(=O)N(c2cc(C)cc(C)c2)C(c2cccc([N+](=O)[O-])c2)S1(=O)=O (centres undefined)	4	3	-0.6	-0.1
O=C(CCSc1ccc(Cl)cc1)Nc1ccc2ncsc2c1	-9	20	-0.4	0.8
COC(=O)C(C)Oc1ccc2c3c(c(=O)oc2c1)CCC3 (centres undefined)	2	8	-0.5	-0.1
COc1ccc(/C=C2/NC(=O)N(c3cccc(Cl)c3)C2=O)cc1	-12	-5	-0.5	0.0
O=C(O)c1ccc(Nc2ccc([N+](=O)[O-])cc2[N+](=O)[O-])cc1	4	-47	-0.1	-0.1
O=C(CCn1nc(-c2ccc(Cl)cc2)ccc1=O)NC1CCCC1	3	-5	1.5	-0.1
CCc1cc2c3c(c1)/C(=C1/SC(N)=NC1=O)C(=O)N3C(C)(C)C=C2C	-2	-9	1.1	0.3
CCOC(=O)CSc1nc2ccc(NC(=O)CC)cc2s1	-3	10	0.1	0.2
O=C(NCCn1ccc2ccccc21)c1cccs1	-39	10	0.5	0.0
Cc1cccc(-n2ncc(C#N)c2-n2cccc2)c1	-3	-6	-0.2	0.0
CCOC(=O)Cc1nnc(N)s1	-2	6	-0.5	-0.1
NNC(=O)C(NC(=O)c1ccc([N+](=O)[O-])cc1)C12CC3CC(CC(C3)C1)C2 (centres undefined)	5	5	-0.3	0.0
COc1ccc(C(c2c(C)n(C)n(-c3ccccc3)c2=O)c2c(C)n(C)n(-c3ccccc3)c2=O)c(O)c1	-9	-1	0.0	0.2
CSCC(=O)NCc1c(C)ncc2c1CCN(C(=O)Cc1ccc3c(c1)OCO3)C2	-3	3	0.1	0.0
CC(C)NC(=O)CN(C(=O)CCC(=O)Nc1ccccn1)c1cccc(F)c1	-10	1	-0.9	-0.2
SMILES	TEAD-YAP inh	MITF primary	GPR151 ag	FBW7 activator
COC(=O)c1ccc(NC2CCCCC2)c(N)c1	-14	0	-0.7	-0.1
O=C(Nc1nc2ccc(-c3nc4ccccc4[nH]3)cc2s1)C1CCCCC1	-33	9	1.7	0.0
COc1ccc(C2C3=C(CC(C)(C)CC3=O)Nc3n[nH]c(C)c32)cc1 (centres undefined)	15	8	0.5	0.1
O=C1CN(C(=O)c2ccco2)C(c2ccc(F)cc2)c2cc(Cl)ccc2N1 (centres undefined)	8	6	-0.8	-0.1
O=C(Nc1ccccc1)C1C2CCCCC21 (centres undefined)	-6	-5	2.1	0.0
Nc1c(C(=O)NC2CCCCC2)sc(=S)n1Cc1ccccc1	7	9	-1.3	0.1
CCCN1Cc2cccc(C(=O)NC3CCCC3)c2C1=O	2	5	-0.9	-0.1
COc1ccc(C(=O)Nc2nnc(CC(=O)N/N=C\c3ccc(O)cc3O)s2)cc1	2	-13	0.3	-0.1
CN1C(=O)NC(c2ccccc2)C2=C1CN(c1ccc(Br)cc1)C2=O (centres undefined)	7	0	0.2	0.0
COc1ccc(S(=O)(=O)NCc2cccs2)cc1OC	-3	5	0.0	-0.1
CCOC(=O)Cn1c(N2CCCCCC2)nc2c1c(=O)[nH]c(=O)n2C	-9	0	-0.3	-0.1
CC(=O)c1ccc(OCC(=O)Nc2ccc(Br)cc2)cc1	-6	10	1.3	0.7
Cn1cc(SCC(=O)Nc2cc(C(F)(F)F)ccc2Cl)c2ccccc21	9	-2	1.2	-0.1
O=C(Cn1nnc2ccccc2c1=O)NCc1ccccc1Cl	-42	-5	0.7	0.1
Cc1ccc(N=C2NC(=O)CC(C(=O)Nc3ccc(C(C)C)cc3)S2)cc1C (centres undefined)	-12	12	-0.2	0.7
C=C(C)CSc1nc2sc3c(c2c(=O)n1CC(=C)C)CCCC3	-4	-6	1.9	-0.1
CCOc1ccc(NS(=O)(=O)/C=C/c2ccccc2)cc1	6	-8	0.7	0.1
COc1ccc(CNC(=O)CN(c2ccc(Oc3ccccc3)cc2)S(C)(=O)=O)cc1	-52	12	0.4	0.3
CC(C)CCn1c(Br)nc2c1c(=O)[nH]c(=O)n2C	-3	-1	0.5	0.4
CN(Cc1ccccc1)Cc1cccnc1	12	40	2.6	-0.1
C=CCn1c(SCC(=O)OCC)nc2sc3c(c2c1=O)CCCC3	10	6	0.0	0.9
